Source: PubChem
JMJD2A Tudor inh = qHTS Assay for Inhibitors of JMJD2A-Tudor Domain | AlphaScreen JMJD2A-Tudor / H3K4me3 peptide binding | Potency, µM (top dose mostly 114 µM), inactives show at the top dose activity change, negative = inhibition, hits mostly inhibitors | 390,000 compounds, 4.4% hits | AID 504339, 2011; further: potency means the concentration at half of the fitted maximal effect; on the % scale 0 is the no-effect control and ±100 the full control effect; nearly all actives have a fitted effect of over 50% in size
BAZ2B block = qHTS Assay for Inhibitors of BAZ2B. Bromodomain adjacent to zinc finger domain protein 2B (Homo sapiens), Q9UIF8. AlphaScreen BAZ2B-H3K14Ac peptide displacement. Potency, µM (top dose mostly 114 µM), inactives show top-dose activity change, negative = inhibition, actives largely listed as inhibitors. 360,000 compounds, 4.4% hits. AID 504333, 2011; further: potency means the concentration at half of the fitted maximal effect; on the % scale 0 is the no-effect control and ±100 the full control effect; nearly all actives have a fitted effect of over 60% in size
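In this displacement format the biotinylated H3(5-23) peptide acetylated at Lys14 serves as ligand at 50 nM, with BAZ2B at 50 nM in PBS pH 7.4 containing 0.01% Tween-20. Donor and acceptor beads are 10 ug/mL final.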
HP1b chromo inh = HTS for Inhibitors of HP1-beta Chromodomain Interactions with Methylated Histone Tails | Chromobox protein homolog 1 (Homo sapiens), P83916 | AlphaScreen HP1-beta / biotin-H3K9me3 peptide binding | Potency, µM (highest dose often 114 µM), without a hit: at the top dose activity change, negative = inhibition, usual class: inhibitors | 390,000 compounds, 0.56% hits | AID 540317, 2011; further: potency means the concentration at half of the fitted maximal effect; nearly all actives have a fitted effect of over 70% in size; inactives centre near 23
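AlphaScreen: HP1-beta (50 nM) preformed 30 min with biotin-H3(1-18)K9me3 peptide (50 nM) in PBS pH 7.4, 0.01% Tween-20. Compound added for 30 min at RT, then streptavidin donor/nickel chelate acceptor beads (10 ug/mL) for 30 min.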
12-LOX inh = Primary qHTS assay for inhibitors of human arachidonate 12S-lipoxygenase (ALOX12): Round 2 | Polyunsaturated fatty acid lipoxygenase ALOX12 (Homo sapiens), P18054 | purified 12hLO, xylenol orange hydroperoxide absorbance | 580,000 compounds, 1.1% hits | Potency, µM (series often up to 108 µM), inactives show at the top dose activity change, negative = inhibition, actives largely listed as inhibitors | AID 1671190, 2021; further: potency means the concentration at half of the fitted maximal effect; on the % scale 0 is the no-effect control and ±100 the full control effect
Target sequence (P18054 whole entry, looked up): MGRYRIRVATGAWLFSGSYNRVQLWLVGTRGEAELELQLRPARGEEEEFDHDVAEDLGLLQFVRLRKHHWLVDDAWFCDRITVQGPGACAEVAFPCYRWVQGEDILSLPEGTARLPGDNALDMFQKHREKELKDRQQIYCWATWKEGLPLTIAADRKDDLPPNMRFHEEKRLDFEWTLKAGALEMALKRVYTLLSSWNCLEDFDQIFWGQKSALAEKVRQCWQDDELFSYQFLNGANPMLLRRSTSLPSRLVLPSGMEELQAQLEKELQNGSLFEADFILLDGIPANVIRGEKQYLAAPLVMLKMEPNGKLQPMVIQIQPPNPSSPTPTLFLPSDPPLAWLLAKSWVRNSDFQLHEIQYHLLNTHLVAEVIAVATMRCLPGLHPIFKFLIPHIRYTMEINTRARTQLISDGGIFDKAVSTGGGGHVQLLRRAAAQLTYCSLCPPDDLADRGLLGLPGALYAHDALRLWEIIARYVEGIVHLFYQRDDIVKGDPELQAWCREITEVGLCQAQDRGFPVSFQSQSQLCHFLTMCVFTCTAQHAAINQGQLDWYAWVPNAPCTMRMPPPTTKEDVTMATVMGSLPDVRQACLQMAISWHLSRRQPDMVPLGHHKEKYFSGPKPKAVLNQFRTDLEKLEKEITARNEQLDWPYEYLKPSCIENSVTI
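Purified human 12hLO (150 nM final) in 25 mM Hepes, 0.01% Triton X-100, pH 7.0 was preincubated 15 min at room temperature with compound. Then 40 uM arachidonic acid was added, 30 min. Hydroperoxide was read by Fe-XO absorbance ratio 573/405 nm.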
GLS inh = qHTS for Inhibitors of Glutaminase (GLS) | Glutaminase kidney isoform, mitochondrial (Homo sapiens), O94925 | Potency, µM (titrated, usually from 45.5 µM), for inactives: top-dose activity change, negative = inhibition, hits mostly inhibitors | GLS enzymatic activity, qHTS titration | 410,000 compounds, 0.21% hits; further: potency means the concentration at half of the fitted maximal effect; on the % scale 0 is the no-effect control and ±100 the full control effect
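hKGA; 45 mM KH2PO4 pH 8.2 + 0.02% Tween-20; cpd via pin tool; 1 mM Gln soln; GluOx/HRP/Amplex Red; RT 30 min; fluor. t0 & final.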
RGS4 inh = Inhibitors of Regulator of G Protein Signaling (RGS) 4: qHTS. Regulator of G-protein signaling 4 (Homo sapiens), P49798. Transcreener GDP fluorescence polarization, RGS4-accelerated GTP hydrolysis. Potency, µM (top dose mostly 114 µM), for inactives: at the top dose activity change, negative = inhibition, usual class: inhibitors. 390,000 compounds, 0.039% hits; further: potency means the concentration at half of the fitted maximal effect; on the % scale 0 is the no-effect control and ±100 the full control effect; nearly all actives have a fitted effect of over 75% in size; some results filed as inactive show a strong effect at the top dose
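MLSMR compounds (23 nl, pin-transferred) preincubated 10 min at room temperature with a 500nM (2x) first reagent, then RGS4 at 900nM (2x) plus Transcreener GDP mix added; fluorescence polarization (620/688 nm) read before and after 90 min at 30 °C.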
G9a block = qHTS Assay for Inhibitors of Histone Lysine Methyltransferase G9a. Potency, µM (titrated, usually from 102 µM), without a hit: at the highest dose activity, negative = inhibition, hits mostly inhibitors. AID 504332, 2011. 350,000 compounds, 8.8% hits. G9a H3K9 monomethylation, AlphaScreen, 2 h. Histone-lysine N-methyltransferase EHMT2 (Homo sapiens), Q96KQ7; further: potency means the concentration at half of the fitted maximal effect; on the % scale 0 is the no-effect control and ±100 the full control effect; nearly all actives have a fitted effect of over 75% in size
Target sequence (Q96KQ7 913-1193 limits assumed): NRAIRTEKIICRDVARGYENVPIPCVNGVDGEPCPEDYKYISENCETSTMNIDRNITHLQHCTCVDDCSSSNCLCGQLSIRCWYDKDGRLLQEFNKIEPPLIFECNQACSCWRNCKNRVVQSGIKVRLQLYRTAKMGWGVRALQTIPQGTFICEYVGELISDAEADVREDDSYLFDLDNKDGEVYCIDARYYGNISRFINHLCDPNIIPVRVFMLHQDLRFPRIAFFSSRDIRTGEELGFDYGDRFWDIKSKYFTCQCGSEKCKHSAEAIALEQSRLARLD
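Quantitative HTS format: methyltransferase activity on a biotin-tagged H3K9 peptide is measured by AlphaScreen, using a rabbit anti-monomethyl-H3K9 antibody with streptavidin donor and anti-IgG acceptor beads. Final levels are 20 nM enzyme, 500 nM peptide, 20 uM SAM; 2 h RT.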
ERG-DNA inh = qHTS for Small Molecule Inhibitors of the ERG Ets/DNA interaction | Transcriptional regulator ERG (Homo sapiens), P11308 | fluorescence polarization, His-ERG Ets domain / labelled DNA | Potency, µM (series often up to 76.9 µM), inactives show at the top dose FP activity, negative = inhibition, hits mostly inhibitors | 370,000 compounds, 0.028% hits | AID 624246, 2012; active means well fitted inhibition curve with a large enough effect in the polarisation, with a control signal flat; inconclusive means small, poorly fitted or top-dose-only effect, or effect the other way, or a change in a side signal; inactive means no such curve, though single readings can be large or run the other way; the % refers to the polarisation;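 further: polarization taken with two DNA probes labelled with fluorescein and Texas red; potency means the concentration at half of the fitted maximal effect; % of control where 0% means no effect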
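His-tagged ERG Ets domain (1 uM in the protein solution; 300mM KCl, 50mM Tris-HCl, 1mM EDTA, 1mM DTT, pH 7.5) received compound, then a probe mix of 5 nM fluorescein-DNA and 100nM Texas-615-DNA. Fluorescence polarization was read for both dyes.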
PI4K2A block = qHTS for small molecular inhibitors of PI4K2A. Phosphatidylinositol 4-kinase type 2-alpha (Homo sapiens), Q9BTU6. purified PI4K2A, ADP-Glo luminescence, 1 h; stronger effect = lower value. activity change, negative = inhibition, % at 76.9 µM. 420,000 compounds, 0.13% hits. AID 1346378, 2018; in the data active means activity change below about -50%; inconclusive means mostly about -30% to -49%;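 further: -100% = wells without enzyme as full effect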
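In this quantitative HTS, ADP production by PI4K2A was quantified luminescently after 1 h at ambient temperature; 100 microM adenosine served as plate-quality control.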
* hit, by the source's call; ? = inconclusive; . = no result given; [ ] = another dose, or the depositor's remark. Unless noted, the call rests on the fitted dose curve; in most records, active means well fitted curve in the direction sought with a large enough effect; inconclusive means small, poorly fitted or top-dose-only effect, or another doubt; inactive means no such curve, though single readings can be large; an effect the other way counts as inactive or inconclusive.

SMILES	JMJD2A Tudor inh	BAZ2B block	HP1b chromo inh	12-LOX inh	GLS inh	RGS4 inh	G9a block	ERG-DNA inh	PI4K2A block
Cc1cc(C)n(-c2ccc(C(=O)OCC(=O)c3ccc(Br)s3)cc2)n1	-16%	.	38%[activator]	0%	-15%	-52%	?	10%	-12
CC(=O)NC(c1ccccc1)c1nc2ccccc2[nH]1 (configuration not stated)	-1%	7%	23%	-3%	1%	17%	12%[12.7 µM]	.	-4
O=C(CSc1nnc2c(n1)[nH]c1ccc(F)cc12)OCc1ccccc1	?	-26%	28%	0%	4%	-2%	8%	-1%	2
COc1ccccc1-c1noc(-c2ccc(NC3CCCC3)c([N+](=O)[O-])c2)n1	-6%	0%	44%[activator]	0%	6%	-6%	-2%[59 µM]	2%	-2
Cc1ccc(S(=O)(=O)N2CCN(C(=O)CCn3nc(C)c(C)c3C)CC2)cc1	-2%	-19%	6%	-1%	-3%	3%	-8%	-5%	3
Cc1ccc(-c2nnc(Nc3ccc(Br)cc3)c3ccccc23)cc1S(=O)(=O)NCc1nc2ccccc2[nH]1	-16%	-3%	20%	-13%	-1%	-7%	5%[59 µM]	5%	-3
O=C(NCC1CCCO1)c1cc(S(=O)(=O)N2CCOCC2)ccc1Cl (configuration not stated)	-7%	-18%	45%[activator]	18%	1%	-48%	-2%	3%	-1
CCCCNC(=O)C1CCN(C(=O)C2CCN(S(=O)(=O)c3ccc(C)cc3)CC2)CC1	-8%	-2%	24%	-6%	5%	13%	55%[activator]	2%	0
COc1ccc(NC(=O)CN(C)C(=O)Cc2c[nH]c3ccccc23)cc1	-9%	-6%	16%	?	12%	10%	-4%[59 µM]	4%	-3
CCCCC(NC(=O)c1cccc(Br)c1)C(=O)O (configuration not stated)	-2%[11.4 µM]	13%	0%	-1%	13%	?	50%[12.7 µM]	4%	1
c1cncc(-c2nnc3n2C2(CCCCC2)Cc2ccccc2-3)c1	-7%	4%	50%[activator]	5%	0%	13%	.	.	-1
COc1cc(C(CC(=O)NCCC(C)C)N2Cc3ccccc3C2=O)cc(OC)c1OC (configuration not stated)	4%	-17%	47%[activator]	-11%	5%	-3%	?	0%	3
O=C(COc1cc(Cl)c(Cl)cc1Cl)NCCN1CCOCC1	2%	-5%	53%[activator]	2%	3%	-8%	-3%[59 µM]	-4%	4
O=Cc1cccn1-c1cccc([N+](=O)[O-])c1	-23%	0%	?	-2%	3%	?	.	2%	-1
Clc1ccc(-c2nnn3c2nc(NCc2ccc4c(c2)OCO4)c2ccccc23)cc1	-8%	2%	31%	-41%	5%	14%	11%[59 µM]	-3%	1
Cc1ncoc1C(=O)NCc1ccccc1Cl	-10%	-2%	40%[activator]	-21%	-1%	-4%	17%[59 µM]	2%	1
O=C(Nc1nc(-c2ccccc2)cs1)C1CCCN(S(=O)(=O)c2ccccc2)C1 (configuration not stated)	-16%	-37%	-2%	?	-4%	-2%	-40%[59 µM]	0%	3
COc1ccc(Cl)cc1NC(=O)CSc1nc(=O)[nH]c2c1CCCC2	-2%	-6%	14%	?	-13%	26%	-3%[59 µM]	3%	4
COCCNC(=S)N1CCCC(CO)C1 (configuration not stated)	-6%	-21%	38%	-2%	5%	-8%	3%	4%	-1
CCCn1c(SCC(=O)N(CC)CC)nnc1-c1ccncc1	-4%	-7%	36%	-2%	-10%	-4%	23%[59 µM]	-4%	3
Cc1cccc(C)c1NC(=O)c1nc(S(=O)(=O)Cc2ccccc2)ncc1Cl	-6%	-3%	21%[57 µM]	-13%	1%	?	?	7%	2
CCOc1ccccc1OCC(=O)Nc1cccc(S(=O)(=O)NC2=NCCCCC2)c1	6%	-5%	30%	0%	-13%	-22%	23%[12.7 µM]	-5%	4
CCC(Oc1ccccc1)C(=O)N(Cc1ccccc1)c1ccccn1 (configuration not stated)	8%	11%	28%	0%	7%	2%	-8%[59 µM]	.	-1
Cc1ccnc(NS(=O)(=O)c2ccc(NC(=O)c3ccc(Br)o3)cc2)n1	-10%	-23%	11%	?	-9%	-7%	-12%	-1%	7
Cc1cc(-c2nc3cccnc3s2)ccc1NS(=O)(=O)c1cccs1	19%	33%[activator]	58%[activator]	-2%	14%	-8%	-38%	-3%	-1
CC(C)=C(NC(=O)c1ccco1)C(=O)NCCc1nc2ccccc2[nH]1	-2%	-5%	27%	-20%	-1%	13%	6%[2.33 µM]	-8%	5
Cc1ccc(OCc2nnc(SCc3cc(=O)[nH]c4ccccc34)o2)cc1	-5%	-1%	36%	?	7%	20%	-8%	3%	1
CN(CC(=O)Nc1cccc(F)c1)C(=O)CN1C(=O)C2CC=CCC2C1=O (configuration not stated)	-6%	7%	29%	-5%	-8%	-5%	?	1%	-1
Cc1cccc(NC(=O)CN2CCN(C(=O)CNC(=O)Cc3cccc4ccccc34)CC2)c1C	-6%	-6%	42%[activator]	63%[activator]	3%	10%	-5%[12.7 µM]	0%	0
COc1ccc(NC(=O)Nc2cccc3c2O[C@H](CN(C)S(C)(=O)=O)[C@@H](C)CN([C@H](C)CO)C3=O)cc1	-16%	.	30%	-9%	2%	3%	.	3%	0
CCOC(=O)c1c(S(=O)(=O)NCC(=O)Nc2ccc(C)c(N(C)C)c2)c(C)n(C)c1C	?	?	-13%	-10%	30%	32%	14%[59 µM]	-4%	3
CC1(C)COC(/C=C/c2ccc([N+](=O)[O-])cc2)=N1	-14%	-8%	7%	-1%	8%	10%	9%[59 µM]	-7%	15
COCCNC(=O)c1cc2oc3ccccc3c2n1C	?	?	-15%	-22%	0%	-5%	6%[59 µM]	-8%	1
O=C(Nc1ccccc1N1CCCCC1)C1CC(=O)N(c2ccccc2F)C1 (configuration not stated)	-20%	-1%	23%	-17%	18%	-5%	24%[2.33 µM]	14%	1
Cc1cccc(NC(=O)CN(CC2CCCO2)C(=O)c2ccc(S(C)(=O)=O)cc2)c1C (configuration not stated)	-5%	13%	60%[activator]	3%	-5%	-1%	6%	0%	1
COc1ccc(-c2nc(NC(=O)c3n[nH]c(=O)c4ccccc34)sc2C)cc1	-21%	-2%	20%	-18%	1%	-29%	11%[59 µM]	16%	2
COc1cc2c(=O)n(Cc3ccco3)c(=O)n(CC(=O)c3cccc(Br)c3)c2cc1OC	11%	0%[57.1 µM]	29%	.	-2%	-17%	39%[0.501 µM]	8%	0
Cc1ccn2c(Nc3ccc4c(c3)OCCO4)c(-c3ccc(C)o3)nc2c1	45µM*	32µM*	-7%	?	-5%	-19%	25µM*	-5%	0
Cc1cc(NC(=O)C(C)SCC(=O)Nc2ccc(SC(F)F)cc2)no1 (configuration not stated)	-22%	-10%	11%	0%	0%	7%	.	-12%	-2
CC(=O)Nc1cccc(NC(=O)c2ccco2)c1	5%	10%	39%	-19%	.	-16%	-9%[12.7 µM]	4%	4
CCOC(=O)NC1CCS(=O)(=O)C1 (configuration not stated)	-6%	18%	22%	4%	-3%	3%	-9%[59 µM]	-6%	3
COC(=O)c1c(NC(=O)c2ccco2)sc2c1CC(C)(C)NC2(C)C	-9%	-2%	32%	0%	-2%	-23%	.	-4%	1
N/C(=N\OC(=O)c1cc([N+](=O)[O-])ccc1Cl)c1cccnc1	-24%	2%	34%	-15%	0%	-29%	?	-1%	2
CCN(CC)CCN1C(=O)C(=O)/C(=C(/O)c2ccncc2)C1c1ccccc1F (configuration not stated)	-19%	2%	14%	-27%	7%	6%	79µM*	-4%	-4
CC1(C)Cc2c(sc3ncnc(N)c23)CO1	-8%	-5%	13%	0%	6%	-18%	-7%[59 µM]	-2%	-5
O=C(N/N=C/c1ccccc1)c1ccc(OCc2ccccc2)cc1	-3%	18%	24%	276%[activator]	0%	4%	34%	-16%	-5
COC(=O)c1cc(CSc2nc3ccccc3[nH]2)oc1C	-11%	-11%	19%	-27%	10%	-5%	?	11%	-2

Part of the list above, with each value named:
O=C(Nc1ccccc1N1CCCCC1)C1CC(=O)N(c2ccccc2F)C1 (configuration not stated)
  JMJD2A Tudor inh: -20%
  BAZ2B block: -1%
  HP1b chromo inh: 23%
  12-LOX inh: -17%
  GLS inh: 18%
  RGS4 inh: -5%
  G9a block: 24%[2.33 µM]
  ERG-DNA inh: 14%
  PI4K2A block: 1

Cc1cccc(NC(=O)CN(CC2CCCO2)C(=O)c2ccc(S(C)(=O)=O)cc2)c1C (configuration not stated)
  JMJD2A Tudor inh: -5%
  BAZ2B block: 13%
  HP1b chromo inh: 60%[activator]
  12-LOX inh: 3%
  GLS inh: -5%
  RGS4 inh: -1%
  G9a block: 6%
  ERG-DNA inh: 0%
  PI4K2A block: 1

This is a subset (hit frequency here may not be typical).
